Assay outcomes from PubChem BioAssay.
SIRT5 inh: sirtuin-5 (human) deacylase inhibition; Q9NXA8; Purified SirT5, succinyl-peptide AMC, trypsin-coupled fluorescence; inhibition, % at 15 µM; 330,000 tested, 1.1% active; in the data active means inhibition above about 15%; inconclusive means no clear call, values can overlap the other calls
ERAP1 HTS inh: blocks human ERAP1 aminopeptidase activity. 340,000 tested, 0.15% active. inhibition, % at 10.7 µM. Q9NZ08. recombinant ERAP1, Leu-AMC fluorescence, 60 min;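 active means mean replicate inhibition of at least 30%, or all replicates individually reaching that 30% level; inactive means mean below 30% and not every replicate reaching it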;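 further: 0% = neutral control wells and 100% = L-leucinethiol positive control wells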
Target sequence (Q9NZ08 whole entry, looked up): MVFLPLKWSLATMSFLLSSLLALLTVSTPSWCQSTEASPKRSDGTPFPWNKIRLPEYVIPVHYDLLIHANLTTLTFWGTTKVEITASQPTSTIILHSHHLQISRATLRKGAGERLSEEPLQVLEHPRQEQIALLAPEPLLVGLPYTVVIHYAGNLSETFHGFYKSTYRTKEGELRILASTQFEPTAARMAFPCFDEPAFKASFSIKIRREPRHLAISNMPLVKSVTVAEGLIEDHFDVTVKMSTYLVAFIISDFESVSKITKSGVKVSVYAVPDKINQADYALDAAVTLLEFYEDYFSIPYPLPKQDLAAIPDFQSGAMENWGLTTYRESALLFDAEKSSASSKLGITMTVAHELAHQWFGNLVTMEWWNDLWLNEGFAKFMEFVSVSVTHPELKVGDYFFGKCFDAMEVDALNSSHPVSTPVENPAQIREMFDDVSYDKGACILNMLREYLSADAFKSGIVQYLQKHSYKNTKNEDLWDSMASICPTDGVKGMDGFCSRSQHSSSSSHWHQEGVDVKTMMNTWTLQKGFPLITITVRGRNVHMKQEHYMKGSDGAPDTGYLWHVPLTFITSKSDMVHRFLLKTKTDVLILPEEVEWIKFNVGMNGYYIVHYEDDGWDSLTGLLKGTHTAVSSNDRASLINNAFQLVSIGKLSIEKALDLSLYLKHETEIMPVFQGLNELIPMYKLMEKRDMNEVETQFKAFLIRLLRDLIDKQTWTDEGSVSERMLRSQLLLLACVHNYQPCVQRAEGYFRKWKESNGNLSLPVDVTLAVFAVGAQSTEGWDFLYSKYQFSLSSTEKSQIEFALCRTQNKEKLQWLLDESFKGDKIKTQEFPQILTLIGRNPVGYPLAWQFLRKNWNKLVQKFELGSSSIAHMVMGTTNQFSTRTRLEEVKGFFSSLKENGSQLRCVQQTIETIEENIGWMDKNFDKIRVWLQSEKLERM
S100A4 MyoIIA: inhibitors of human S100A4 binding to myosin IIA peptide | 360,000 tested, 0.14% active | S100A4/TAMRA-MyoIIA peptide fluorescence polarization | AID 652163 | inhibition, % at 10.7 µM;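 active means mean inhibition of at least 70% across replicates, with every replicate also reaching that level; inconclusive means mean inhibition reaches 70% but some replicates fall short; inactive means mean inhibition below 70%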
Target sequence (P26447 whole entry, looked up): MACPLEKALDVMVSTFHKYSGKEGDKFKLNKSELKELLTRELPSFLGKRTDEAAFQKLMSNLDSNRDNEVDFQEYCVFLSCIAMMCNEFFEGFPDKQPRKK
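Material: human S100A4 monomer with TAMRA-labelled myosin IIA peptide; buffer or medium: HEPES pH 7.2 with CaCl2, KCl, NaCl, DTT, Triton; compound dosing: one concentration per compound; schedule: 5 min incubation before reading; benchmarks: neutral control DMSO, positive control TFP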
XiGFP reactiv: X-chromosome reactivation activator. XiGFP mouse fibroblasts, % GFP-positive cells imaging, 3 d; cells co-treated with 5-aza-dC sensitizer; scaled so ellipticine positive control = 100%. activation, % at 7.58 µM. 360,000 tested, 0.055% active;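 active means mean normalized replicate activation at least 10% and every replicate at or above 10%; inconclusive means only one of the two criteria met; inactive means mean below 10% and not all replicates reach 10%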;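 further: 0% = median of on-plate neutral control wells and 100% = ellipticine 6 µM median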
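material = 68-5-11 XiGFP fibroblast line | medium = DMEM plus 5-aza-dC sensitizer | schedule = 3 days compound exposure | benchmarks = positive control ellipticine, 6 µM final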
LGR2 antag: inhibitors of bursicon-induced Drosophila LGR2 receptor cAMP signaling | HEK293 LGR2, CRE-luciferase, bursicon-stimulated, 4 h | inhibition, % at 9.99 µM | 380,000 tested, 0.35% active;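 active means drop in luminescence signal, shown as inhibition above about 50% in the replicate tests, limit read from the data, passing the limit was not always enough; inconclusive means probably only some replicates passing the limit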;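 further: agonist challenge used bursicon conditioned medium at about half maximal strength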
PGC1a acetyl inh: lowers PGC1a acetylation signal in U2OS cells; inhibition, % at 15.6 µM; AlphaScreen anti-acetyl-lysine; with virally co-expressed GCN5 acetyltransferase; 350,000 tested, 0.17% active;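 active means every replicate shows inhibition of at least 40%; inconclusive means mean inhibition at least 40% but some replicate below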;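 further: 0% = neutral control wells and 100% = positive control wells; some results beyond the cut were filed as inactive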
Cneo AK release: causes C. neoformans cell lysis. 360,000 tested, 0.2% active. lysis activity, % at 15 µM. adenylate kinase release luminescence, 4 h; normalised: neutral wells 0, clomiphene wells 100. AID 651654;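 active means mean lysis activity across replicates of at least 80%, whatever share of replicates individually reach that level; inactive means mean lysis activity below 80%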
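Test system: log-phase Cryptococcus neoformans yeast cells. Input: 5 × 10^6 yeast cells/mL. Medium: fresh YPD growth medium. Doses: single dose. Incubation: static 4 h at 37 °C with compound, 1 h detection. Measured by: luminescent adenylate kinase detection reagent. Read-out: signal increase indicating cell lysis. Benchmarks: Clomiphene.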
Statin myotox sup: suppressors of simvastatin-induced myotoxicity in C2C12 myotubes; ATP luminescence, 48 h; scaled: DMSO 0, geranylgeraniol control 100; rescue of ATP level, % at 7.49 µM; 330,000 tested, 0.78% active;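 active means mean ATP rescue above about 67%, or every replicate alone reaching that limit, limit read from the data, passing the limit was not always enough; inconclusive means no clear call, values can overlap the other calls; inactive means mean under the limit and some replicate under it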;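 further: myotubes were challenged with 10 µM simvastatin during compound exposure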
Numbers without * were called inactive; ? = inconclusive; · = not tested or not shown. Some of the compounds tested, so the mix of outcomes need not match the whole.

Value order – S100A4 MyoIIA	XiGFP reactiv	LGR2 antag	PGC1a acetyl inh	SIRT5 inh	Cneo AK release	ERAP1 HTS inh	Statin myotox sup
CCC1Nc2ncnc(N3CCN(c4ccccn4)CC3)c2N(Cc2ccc(Br)cc2)C1=O (centres undefined)
→ -1.3	0.0	24.2	·	5.0	1.0	-0.2	-4.0
CCCC#Cc1ccc([C@H]2[C@H]3CN(S(=O)(=O)c4ccccc4C)CC(=O)N3[C@H]2CO)cc1
→ 3.3	0.0	16.2	1.1	1.7	·	-1.0	·
Cc1cc(Cl)ccc1OCCCC(=O)OCC(=O)c1c(N)n(C)c(=O)n(C)c1=O
→ -3.4	-0.1	6.6	-2.6	-6.0	9.5	-2.5	-8.6
CN(C)C(=O)[C@H]1[C@H](CO)[C@H]2Cn3c(ccc(-c4ccccc4)c3=O)[C@H]2N1Cc1ccccc1
→ 12.5	0.2	-4.2	·	-4.2	-0.6	-1.1	8.5
CCS(=O)(=O)c1ccc(O)c(NC(=O)CC2(CC(=O)O)CCCC2)c1
→ -0.5	0.0	·	-7.8	-2.1	-0.2	-3.4	-2.8
CCOC(=O)C(NC(=O)NCc1ccccc1OC)(OCC)C(F)(F)F (centres undefined)
→ 0.4	0.3	9.2	·	-0.7	·	-0.2	·
O=C(Cn1ccc(C(F)(F)F)n1)Nc1cccc(S(=O)(=O)N2CCCCC2)c1
→ -3.3	-0.1	9.1	8.7	-3.5	·	0.0	·
CN1C(=O)c2cc(NC(=O)Cc3ccccc3)ccc2OC[C@H]2O[C@H](CC(=O)NCc3ccc(Cl)cc3)CC[C@H]21
→ ·	0.1	5.1	3.1	·	-8.4	·	5.8
CC(=O)N1C[C@H]2CON(C)[C@H]2C[C@H]1c1ccccc1
→ 2.0	-0.1	10.9	1.1	-6.0	2.1	1.3	2.1
CCCc1ccc2oc(C(=O)NCCCN3CCOCC3)c(C)c2c1
→ -6.3	0.0	-48.8	3.4	-6.5	10.1	0.3	-3.7
CC(=O)Nc1ccc(C(=O)OCC(=O)Nc2ccccc2F)cc1
→ -2.3	0.1	-6.9	-6.2	-0.1	·	-2.9	·
CCOC(=O)c1c(C)[nH]c(C2=NNC(=Nc3ccccc3OC)SC2)c1C
→ -11.8	0.0	-33.4	-6.8	-2.3	·	2.4	-110.0
COc1ccc(CCC(=O)Nc2ccc(S(=O)(=O)N3CCCC3)cc2)cc1OC
→ -6.3	0.2	·	-1.8	-1.4	-4.9	1.7	7.3
CCNC(=S)NNC(=O)Cn1nc(C)cc1C
→ 2.0	·	-0.8	10.2	-1.1	·	-2.8	·
O=C1COc2ccc(C(=O)COC(=O)CCCOc3ccccc3)cc2N1
→ -2.4	0.1	-3.2	·	-3.8	-0.5	-3.3	6.9
COc1ccc(OC)c(CN2CCCCCC2)c1
→ -15.2	0.2	4.6	-3.0	2.1	2.2	-5.0	0.7
CCOC(=O)C1=C(COC(=O)C2CC(=O)N(c3ccccc3CC)C2)NC(=O)NC1C (centres undefined)
→ -2.6	-0.1	-1.6	·	·	0.1	-3.4	8.1
Cc1ccc2c(c1)C(c1ccc(F)cc1)N(C(=O)c1ccccc1Br)CC(=O)N2 (centres undefined)
→ -3.5	0.0	16.6	0.7	-3.0	0.3	0.2	?
COc1ccc(NC(=O)N[C@@H]2C=C[C@@H](CC(=O)NC3CCCCC3)O[C@H]2CO)cc1
→ 2.5	-0.1	-0.1	5.9	5.7	-0.3	0.3	4.9
C=CCOc1cccc(C(=O)N2CCCC(CNS(=O)(=O)c3cccs3)C2)c1 (centres undefined)
→ 0.4	0.1	-4.3	3.4	-2.1	·	-1.4	·
COc1ccc(CN(C)C[C@@H]2OCCCC[C@H](C)Oc3ccc(NS(=O)(=O)c4ccccc4)cc3C(=O)N([C@H](C)CO)C[C@H]2C)cc1
→ 7.2	0.2	-5.2	-3.6	-4.7	3.5	-0.9	·
C[C@@H]1CN([C@@H](C)CO)S(=O)(=O)c2ccc(-c3ccc(F)cc3)cc2O[C@@H]1CN(C)C(=O)c1ccccc1F
→ -6.1	0.1	3.6	-18.6	-4.1	0.9	0.0	-2.6
OCc1cccc[n+]1Cc1ccccc1
→ -11.4	0.0	·	5.0	5.9	-0.6	2.3	·
O=C1CCN(Cc2ccccc2)CCN1CCO
→ -3.2	0.0	-0.1	·	-4.1	-1.0	-1.7	1.8
COc1ccc(S(=O)(=O)Nc2ccc3c(c2)CC(=O)N([C@H](C)CO)C[C@@H](C)[C@H](CN(C)S(=O)(=O)c2ccc(Cl)cc2)O3)cc1
→ 6.1	-1.3	-4.7	11.1	2.8	-1.9	-1.8	9.0
O=C(NCC1CCN(C(=O)c2ccc([N+](=O)[O-])cc2)CC1)c1ccc([N+](=O)[O-])cc1
→ 1.4	0.0	-5.1	25.1	-2.8	-1.5	-2.6	-8.3
CC(=O)N(C)C[C@H]1Oc2ncc(-c3ccccc3C)cc2C(=O)N([C@H](C)CO)C[C@@H]1C
→ 1.9	0.0	-10.1	-18.8	1.2	0.9	0.1	9.4
O=C(Cn1cnc2ccccc21)Nc1ccc(SC(F)F)cc1
→ -5.3	0.1	12.7	-23.2	2.1	0.2	-2.5	-35.6
CCCNC(=O)Nc1ccc2c(c1)OC[C@@H](C)N(Cc1cncnc1)C[C@H](C)[C@@H](OC)CN(C)C2=O
→ 3.5	0.3	3.7	-3.5	-9.7	-2.0	-1.0	5.4
Nc1c(Cl)ncnc1N/N=C/c1ccc2ccccc2n1
→ 5.6	0.4	-19.8	·	-5.9	·	1.7	·

Whole records as entered above. Screens in order: S100A4 MyoIIA | XiGFP reactiv | LGR2 antag | PGC1a acetyl inh | SIRT5 inh | Cneo AK release | ERAP1 HTS inh | Statin myotox sup
Nc1c(Cl)ncnc1N/N=C/c1ccc2ccccc2n1 is entered as 5.6 | 0.4 | -19.8 | · | -5.9 | · | 1.7 | ·
C=CCOc1cccc(C(=O)N2CCCC(CNS(=O)(=O)c3cccs3)C2)c1 (centres undefined) is entered as 0.4 | 0.1 | -4.3 | 3.4 | -2.1 | · | -1.4 | ·

The results go on.
Value order – S100A4 MyoIIA	XiGFP reactiv	LGR2 antag	PGC1a acetyl inh	SIRT5 inh	Cneo AK release	ERAP1 HTS inh	Statin myotox sup
O=c1[nH]cccc1-c1nc2ccccc2n1Cc1cccc(F)c1
→ 1.1	0.0	3.3	-23.3	-28.8	-1.6	4.1	13.4
O=C(Nn1c(-c2ccc(Br)cc2)nc2ccccc2c1=O)c1ccc([N+](=O)[O-])cc1
→ -0.2	0.2	6.0	-4.7	0.4	·	6.2	-5.7
Cc1ccc(Cn2c(SCC(=O)N3CC(=O)Nc4ccccc43)nc3ccccc3c2=O)cc1
→ -1.0	-0.1	8.6	·	-3.9	·	2.5	·
CC1(C)O[C@@H]2[C@H](O1)[C@@H](CO)O[C@H]2n1cnc2c(N)ncnc21
→ -0.6	0.0	14.9	2.2	·	3.6	-0.2	2.7
O=C(N/N=C/c1c[nH]c2ccccc12)c1cc(Br)ccc1O
→ -2.0	0.0	-15.6	8.8	2.7	1.6	-2.3	3.5
COc1ccc(/C=C2\Sc3ccc(C(=O)NCc4cccnc4)cc3N(C)C2=O)cc1OC
→ -4.4	0.1	-0.5	-23.8	-2.4	-2.0	·	·
COc1ccc(CCN(Cc2cc3ccc(C)cc3[nH]c2=O)C(C)=O)cc1OC
→ 5.6	0.1	6.0	8.6	-11.3	-1.1	1.4	9.5
Cc1noc(C)c1NC(=O)Nc1ccc2c(c1)C(=O)N([C@H](C)CO)C[C@@H](C)[C@@H](CN(C)S(=O)(=O)c1ccccc1)OCCCC[C@H](C)O2
→ 4.4	0.2	5.0	0.3	-0.1	0.7	1.7	·
Cc1ccc(S(=O)(=O)N2CCOCC2)cc1N/N=C(\C#N)c1nc2ccccc2[nH]1
→ -7.6	0.2	-11.9	·	-2.8	·	-7.1	·
CC(C)CCN1CC(=O)N2Cc3[nH]c4ccccc4c3C[C@H]2C1=O
→ -6.7	0.0	-0.4	1.1	1.4	0.0	0.1	1.3
O=C1CNC(=O)c2cc(Cl)ccc2N1
→ -3.2	0.1	3.2	12.9	·	-1.6	-2.2	0.5
Cc1cn(CC(=O)NCc2ccccc2)c(=O)[nH]c1=O
→ -1.4	0.0	-3.3	13.1	19.6*	15.3	·	3.8
CCN(C(=O)COC(=O)c1ccc(C)c(S(=O)(=O)N2CCCCC2)c1)C1CCS(=O)(=O)C1 (centres undefined)
→ -0.3	-0.1	7.2	13.5	-2.0	0.3	-2.4	9.5
CC1CCc2c(sc(NC(=O)CSc3nc4c(c(C(F)(F)F)n3)CCc3ccccc3-4)c2C(N)=O)C1 (centres undefined)
→ ·	0.0	-5.5	-4.1	·	-0.4	·	·
O=C(O)c1nnsc1-c1csnn1
→ 2.7	0.0	-10.8	·	0.6	·	1.1	·
COc1ccc2c3c(n(C)c2c1)[C@@H](CO)N(Cc1cc(F)ccc1F)CC31CN(C(=O)C2CC2)C1
→ ?	0.1	23.6	11.2	5.1	·	-2.1	·
COc1ccc(-n2c(COc3cccc(C)c3)nnc2SCC(=O)O)cc1
→ -20.5	0.0	4.1	20.6	-1.5	3.4	-1.9	-1.0
O=C(c1ccc(F)cc1)N1CCCCN2[C@H](CO)[C@@H](c3ccc(-c4ccc(F)cc4)cc3)[C@@H]2C1
→ -24.3	·	·	-2.9	7.5	0.8	-3.8	·
CC1(C)CC(=O)C(C2C3=C(CC(C)(C)CC3=O)Oc3ccc4ccccc4c32)C(=O)C1 (centres undefined)
→ -0.9	0.0	-8.4	·	-0.4	·	3.5	·
COc1cc2cnc(-c3ccccc3)c(C(=O)c3ccc(OCc4ccccc4)cc3)c2cc1OC
→ -1.3	-0.1	-21.2	-4.8	-3.7	-5.3	-0.9	-10.1
O=C(CCN1C(=O)/C(=C/c2cccs2)SC1=S)Nc1ccccn1
→ 14.3	-0.2	-2.9	10.7	-1.4	·	-2.6	·
COc1cc2c(cc1/C=C1/NC(=O)N(c3ccccc3)C1=O)OCO2
→ ·	·	-20.1	-0.7	·	1.9	·	-5.8
